ALOX12 inh: Primary qHTS assay for inhibitors of human arachidonate 12S-lipoxygenase (ALOX12): Round 2; Polyunsaturated fatty acid lipoxygenase ALOX12 (Homo sapiens), P18054; purified 12hLO, xylenol orange hydroperoxide absorbance; actives 1.1% (n = 580,000); AID 1671190, 2021; Potency, µM (highest dose often 108 µM), without a hit: top-dose activity change, negative = inhibition, hits mostly inhibitors; further: potency means the concentration at half of the fitted maximal effect; on the % scale 0 is the no-effect control and ±100 the full control effect
Target sequence (P18054 whole entry, looked up): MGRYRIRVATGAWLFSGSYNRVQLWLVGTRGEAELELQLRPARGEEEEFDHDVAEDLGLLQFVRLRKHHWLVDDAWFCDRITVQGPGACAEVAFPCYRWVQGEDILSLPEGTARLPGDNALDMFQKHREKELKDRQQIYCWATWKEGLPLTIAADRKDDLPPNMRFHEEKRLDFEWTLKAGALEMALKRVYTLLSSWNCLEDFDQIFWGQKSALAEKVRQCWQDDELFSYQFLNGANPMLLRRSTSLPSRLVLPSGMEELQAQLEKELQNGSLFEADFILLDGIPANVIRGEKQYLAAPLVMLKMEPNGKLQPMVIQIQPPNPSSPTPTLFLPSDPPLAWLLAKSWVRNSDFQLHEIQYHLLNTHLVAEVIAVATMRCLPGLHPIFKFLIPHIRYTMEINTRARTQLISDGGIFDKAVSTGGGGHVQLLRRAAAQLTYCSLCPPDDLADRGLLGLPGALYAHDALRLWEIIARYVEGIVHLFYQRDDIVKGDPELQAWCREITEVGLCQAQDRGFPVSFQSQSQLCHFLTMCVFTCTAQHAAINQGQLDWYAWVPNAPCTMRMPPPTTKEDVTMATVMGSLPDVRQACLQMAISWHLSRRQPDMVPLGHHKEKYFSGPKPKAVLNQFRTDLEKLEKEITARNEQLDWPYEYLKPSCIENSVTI
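Purified human 12hLO (150 nM final) in 25 mM Hepes, 0.01% Triton X-100, pH 7.0 was preincubated 15 min at room temperature with compound. Then 40 uM arachidonic acid was added, 30 min. Hydroperoxide was read by Fe-XO absorbance ratio 573/405 nm.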
HP1b binding inh: HTS for Inhibitors of HP1-beta Chromodomain Interactions with Methylated Histone Tails; Chromobox protein homolog 1 (Homo sapiens), P83916; AlphaScreen HP1-beta / biotin-H3K9me3 peptide binding; Potency, µM (highest dose often 114 µM), without a hit: top-dose activity change, negative = inhibition, usual class: inhibitors; actives 0.56% (n = 390,000); further: potency means the concentration at half of the fitted maximal effect; nearly all actives have a fitted effect of over 70% in size; inactives centre near 23
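Compound inhibition of the preformed complex between 50 nM HP1-beta and 50 nM biotinylated H3K9me3 peptide was read by AlphaScreen. Buffer was PBS pH 7.4 with 0.01% Tween-20. Incubations ran 30 min at room temperature, with 10 ug/mL donor/acceptor beads.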
G9a inh: qHTS Assay for Inhibitors of Histone Lysine Methyltransferase G9a; G9a H3K9 monomethylation, AlphaScreen, 2 h; actives 8.8% (n = 350,000); Potency, µM (series often up to 102 µM), for inactives: top-dose activity, negative = inhibition, hits mostly inhibitors; Histone-lysine N-methyltransferase EHMT2 (Homo sapiens), Q96KQ7; further: potency means the concentration at half of the fitted maximal effect; on the % scale 0 is the no-effect control and ±100 the full control effect; nearly all actives have a fitted effect of over 75% in size
Target sequence (Q96KQ7 913-1193 limits assumed): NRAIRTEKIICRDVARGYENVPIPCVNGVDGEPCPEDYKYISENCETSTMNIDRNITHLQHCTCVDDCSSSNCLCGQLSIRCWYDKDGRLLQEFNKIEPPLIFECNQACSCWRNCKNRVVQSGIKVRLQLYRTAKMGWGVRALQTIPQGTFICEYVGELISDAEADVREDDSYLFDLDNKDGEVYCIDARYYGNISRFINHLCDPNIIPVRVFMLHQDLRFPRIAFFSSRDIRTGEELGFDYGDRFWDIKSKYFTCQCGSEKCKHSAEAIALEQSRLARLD
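AlphaScreen read-out: biotin-H3K9 peptide (500 nM) methylation by 20 nM enzyme with 20 uM SAM, 2 h at room temperature after 15 min compound preincubation; anti-monomethyl H3K9 antibody plus donor/acceptor beads, 10 min dark.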
PI4K2A inh: qHTS for small molecular inhibitors of PI4K2A; AID 1346378, 2018; activity change, negative = inhibition, % at 76.9 µM; purified PI4K2A, ADP-Glo luminescence, 1 h; hits give low values; actives 0.13% (n = 420,000); Phosphatidylinositol 4-kinase type 2-alpha (Homo sapiens), Q9BTU6; in the data active means activity change below about -50%; inconclusive means mostly about -30% to -49%;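 further: -100% = wells without enzyme as full effect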
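ADP-Glo luminescence measured ADP generated by PI4K2A enzyme (4 ug/mL before mixing) with 1.2 mM PI substrate (pre-mix) and 300 microM ATP (pre-mix). Tris pH7.5 buffer with MgCl2, Triton X-100; 1 h reaction at ambient temperature.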
JMJD2A Tudor: qHTS Assay for Inhibitors of JMJD2A-Tudor Domain; Lysine-specific demethylase 4A (Homo sapiens), O75164; AlphaScreen JMJD2A-Tudor / H3K4me3 peptide binding; AID 504339, 2011; actives 4.4% (n = 390,000); Potency, µM (series often up to 114 µM), for inactives: at the highest dose activity change, negative = inhibition, hits mostly inhibitors; further: potency means the concentration at half of the fitted maximal effect; on the % scale 0 is the no-effect control and ±100 the full control effect; nearly all actives have a fitted effect of over 50% in size
GLS inh: qHTS for Inhibitors of Glutaminase (GLS); GLS enzymatic activity, qHTS titration; Potency, µM (top dose mostly 45.5 µM), for inactives: top-dose activity change, negative = inhibition, most hits filed as inhibitors; Glutaminase kidney isoform, mitochondrial (Homo sapiens), O94925; actives 0.21% (n = 410,000); further: potency means the concentration at half of the fitted maximal effect; on the % scale 0 is the no-effect control and ±100 the full control effect
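Enzyme dispensed in phosphate buffer (45 mM, pH 8.2, 0.02% Tween-20), compounds pinned in, then 1 mM L-glutamine solution and the glutamate oxidase–HRP–Amplex Red mix added; fluorescence read immediately and again after 30 min at room temperature.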
ERG Ets-DNA blk: qHTS for Small Molecule Inhibitors of the ERG Ets/DNA interaction; Transcriptional regulator ERG (Homo sapiens), P11308; fluorescence polarization, His-ERG Ets domain / labelled DNA; Potency, µM (top dose mostly 76.9 µM), for inactives: top-dose FP activity, negative = inhibition, hits mostly inhibitors; actives 0.028% (n = 370,000); AID 624246, 2012; active means well fitted inhibition curve with a large enough effect in the polarisation, with a control signal flat; inconclusive means small, poorly fitted or top-dose-only effect, or effect the other way, or a change in a side signal; inactive means no such curve, though single readings can be large or run the other way; the % refers to the polarisation;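 further: polarization taken with two DNA probes labelled with fluorescein and Texas red; potency means the concentration at half of the fitted maximal effect; % of control where 0% means no effect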
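His-tagged ERG Ets domain (1 uM in the protein solution; 300mM KCl, 50mM Tris-HCl, 1mM EDTA, 1mM DTT, pH 7.5) received compound, then a probe mix of 5 nM fluorescein-DNA and 100nM Texas-615-DNA. Fluorescence polarization was read for both dyes.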
BAZ2B inh: qHTS Assay for Inhibitors of BAZ2B | Potency, µM (highest dose often 114 µM), for the others: at the highest dose activity change, negative = inhibition, most hits filed as inhibitors | actives 4.4% (n = 360,000) | AlphaScreen BAZ2B-H3K14Ac peptide displacement | Bromodomain adjacent to zinc finger domain protein 2B (Homo sapiens), Q9UIF8; further: potency means the concentration at half of the fitted maximal effect; on the % scale 0 is the no-effect control and ±100 the full control effect; nearly all actives have a fitted effect of over 60% in size
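Multi-concentration screen (max 110 uM) measuring displacement of acetylated histone H3 peptide from BAZ2B by AlphaScreen, using 50 nM protein, 50 nM peptide and 10 ug/mL streptavidin donor plus Ni-chelate acceptor beads.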
RGS4 inh: Inhibitors of Regulator of G Protein Signaling (RGS) 4: qHTS; Regulator of G-protein signaling 4 (Homo sapiens), P49798; Transcreener GDP fluorescence polarization, RGS4-accelerated GTP hydrolysis; Potency, µM (top dose mostly 114 µM), without a hit: at the highest dose activity change, negative = inhibition, usual class: inhibitors; actives 0.039% (n = 390,000); AID 504845, 2011; further: potency means the concentration at half of the fitted maximal effect; on the % scale 0 is the no-effect control and ±100 the full control effect; nearly all actives have a fitted effect of over 75% in size; some results filed as inactive show a strong effect at the top dose
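MLSMR compounds (23 nl, pin-transferred) preincubated 10 min at room temperature with a 500nM (2x) first reagent, then RGS4 at 900nM (2x) plus Transcreener GDP mix added; fluorescence polarization (620/688 nm) read before and after 90 min at 30 °C.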
Active calls of the source: *; ? = inconclusive; . = not tested or not shown; [ ] = another dose, or the depositor's remark. Unless noted, the call rests on the fitted dose curve; in most records, active means well fitted curve in the direction sought with a large enough effect; inconclusive means small, poorly fitted or top-dose-only effect, or another doubt; inactive means no such curve, though single readings can be large; an effect the other way counts as inactive or inconclusive. Not all compounds are listed (hit frequency here may not be typical).

SMILES | ALOX12 inh | HP1b binding inh | G9a inh | PI4K2A inh | JMJD2A Tudor | GLS inh | ERG Ets-DNA blk | BAZ2B inh | RGS4 inh
CCOc1ccccc1N(CC(=O)NC1CCCCC1)S(=O)(=O)c1ccc(C)cc1 | -9% | 19% | -26% | -3 | -19% | 1% | 12% | 18% | 0%
N#Cc1cccc(NC(=O)C2CCN(c3nc(-c4ccc(Cl)cc4)no3)CC2)c1 | -29% | 31%[57 µM] | 6%[59 µM] | -6 | 3% | 4% | -7% | 6% | -15%
CCc1cccc(CC)c1NC(=O)COC(=O)CC1c2ccccc2CCN1S(=O)(=O)c1ccccc1 (stereo unspecified) | -20% | 21% | 19%[59 µM] | -5 | 3% | 6% | -3% | 10% | -2%
COc1ccc2c(c1)N(S(=O)(=O)c1ccccc1)CCC2=O | -15% | 49%[activator] | 23%[59 µM] | -2 | 2% | -8% | -3% | 11% | -5%
COc1ccc(C)cc1Nc1n[n+](-c2ccccc2)c(-c2c(Cl)cccc2Cl)s1 | ? | ? | 40µM* | -1 | 50µM* | 23% | 1% | 16µM* | -32%
COc1cccc(/C=N/Nc2ncnc3scc(-c4ccccc4)c23)c1OC | 3% | 27% | 50µM* | 7 | ? | -9% | 0% | -27% | -27%
O=C(COC(=O)/C=C/c1ccc(Cl)cc1)NC1CCCCCC1 | 173%[activator] | 42%[activator] | -1%[12.7 µM] | 1 | 4% | 0% | -13% | ? | 8%
CCN(CC(=O)Nc1ccc(OC)cc1)C(=O)c1ccc(NS(=O)(=O)c2ccc(C(C)=O)cc2)cc1 | 0% | -3% | -30% | -1 | -11% | 1% | -3% | 5% | 12%
C(=C\c1ccccc1)/CSc1nnc(-c2ccccn2)n1Cc1ccco1 | -9% | 15% | 16µM* | -11 | ? | -8% | -2% | -35% | -41%
CCCN(CC(=O)Nc1ccc(Cl)cc1Cl)C(=O)/C=C/c1ccco1 | ? | -3% | -42%[59 µM] | -2 | -17% | 5% | 1% | -32% | -35%
CC[C@@]1(C(=O)OC)N[C@H](CN(C)C(=O)NC(C)C)[C@@H]2C(=O)N(Cc3ccccc3)C(=O)[C@@H]21 | ? | 26% | . | -3 | -20% | -7% | -1% | . | 16%
C#CCOCCOCCOCCNc1nc(N2CCN(C(=O)[C@H]([C@@H](C)O)n3cc(CCCCN)nn3)CC2)nc(N2CCN(C(=O)[C@H](CCCCN)n3cc(CC(C)O)nn3)CC2)n1 (stereo partly specified) | ? | 15% | -13%[2.33 µM] | -4 | -35% | -1% | -30% | -1% | -18%
Cc1ccc(OCC(=O)NC2CC(C)(C)NC(C)(C)C2)c(C)c1 | -6% | 25% | . | -3 | -2% | 3% | 10% | -9% | 22%
COc1ccc(N2CCN(C(=O)CSc3nnc(-c4cc5ccccc5cc4O)n3C)CC2)cc1 | 0% | -3% | 17% | 3 | ? | 27% | -5% | 6% | -10%
COc1ccccc1NC(=O)c1ccc(NC(=O)COC(=O)C2CC2C)cc1 (stereo unspecified) | 18% | 3% | ? | 5 | -11% | 8% | 3% | 2% | 13%
COc1ccc(-c2csc(COC(=O)C(C)(C)C)n2)cc1 | 94%[activator] | 134%[activator] | 169%[activator][59 µM] | -2 | 80%[activator] | -6% | 4% | 76%[activator] | 8%
COc1ccc(S(=O)(=O)N2CCOCC2)cc1NC(=O)c1cccc2c(=O)c(C)c(-c3ccccc3)oc12 | ? | 32% | ? | 1 | 5% | -8% | -12% | -4% | -14%
CC1CC(C)CN(S(=O)(=O)N2CCCC(C(=O)NC3CCCCC3)C2)C1 (stereo unspecified) | 11% | 19% | 16% | -1 | -1% | -1% | -15% | -17% | -3%
O=C(COC(=O)c1cc(NS(=O)(=O)c2cccs2)ccc1O)Nc1ccc(F)c(F)c1F | -1% | 20% | -1% | 4 | -15% | 13µM* | 7% | -16% | -1%
O=S(=O)(c1ccc(F)cc1)N1CCN(CC2CC3C=CC2C3)CC1 (stereo unspecified) | ? | ? | 22µM* | 1 | 11µM* | 2% | -3% | 50µM* | 0%
C=CCOc1ccccc1CN1CCC(Cc2ccccc2)CC1 | ? | ? | . | 1 | 3.2µM* | 2% | -7% | ? | -1%
O=C(CN(C(=O)c1csnn1)c1ccc(F)c(Cl)c1)NCc1ccc2c(c1)OCO2 | -6% | 21% | -5% | -3 | -15% | -5% | -23% | -18% | -23%
CCCN1Cc2cccc(C(=O)NC(CC(=O)OCC)c3ccc(C)cc3)c2C1=O (stereo unspecified) | -11% | 37% | -34% | 3 | -10% | -24% | 4% | 11% | 1%
CCNC(=O)C(=O)NCC1CCCN1S(=O)(=O)c1cccs1 (stereo unspecified) | 12% | 14% | 3% | -2 | -7% | 7% | -12% | -5% | -4%
Cc1cc(C)nc(NN=CC2=C(N3CCOCC3)/C(=C/c3ccc(Cl)cc3)CC2)n1 | ? | 23% | . | 15 | ? | -8% | 5% | . | -42%

(cont.)
SMILES | ALOX12 inh | HP1b binding inh | G9a inh | PI4K2A inh | JMJD2A Tudor | GLS inh | ERG Ets-DNA blk | BAZ2B inh | RGS4 inh
Cc1nn(CC#N)c(=O)n1-c1ccc(C(C)C)cc1 | 1% | 34%[activator] | -15% | 6 | 14% | -10% | -7% | -9% | -21%
COc1ccccc1N(C(=O)c1ccco1)C(C(=O)NC1CCCC1)c1ccc(N2CCOCC2)cc1 (stereo unspecified) | 1% | 22% | -5% | 8 | -22% | 3% | 3% | -17% | 7%
C/C(=N\Nc1ccc(Cl)c(C(=O)O)c1)c1ccc[nH]1 | -10% | 11% | 25µM* | -3 | ? | 1% | 35%[activator] | ? | -34%
CCOC(=O)C1=C(C)N=c2s/c(=C\c3ccncc3)c(=O)n2C1c1ccc2c(c1)OCO2 (stereo unspecified) | 0% | -11% | -34%[12.7 µM] | -2 | ? | 0% | 1% | ? | -44%
CCOCCn1c(=O)c2c(nc3n2CCCN3CCc2ccccc2)n(C)c1=O | 2% | 50%[activator] | . | 0 | -16% | -17% | 16% | -18% | 6%[56.9 µM]
COCCCNC(=O)c1ccc(-n2c(-c3ccccc3)cc3c2CCCC3)cc1 | ? | 16% | -39%[59 µM] | 0 | -22% | -1% | 7% | -16% | 16%
CN(C)CCNC(=O)C1CCN(c2nc3ccccc3[nH]2)CC1 | -13% | 23%[57 µM] | -39%[59 µM] | -2 | -1% | 5% | 1% | 1% | 7%
COc1ccc(NC(=O)CSc2nnc(-c3cccc(O)c3)o2)cc1 | -5% | 15% | ? | 10 | -8% | -6% | -6% | -1% | -12%
Cn1cnnc1-c1cccc(NS(=O)(=O)c2ccc(N3CCCC3=O)cc2)c1 | 20% | 29% | -12%[59 µM] | 3 | -2% | -2% | . | 2% | -5%
CCOC(=O)[C@@H]1[C@H]2COc3cc(OC)ccc3[C@@H]2N2C(=O)N(c3ccccc3)C(=O)[C@]12C | -4% | 27% | . | -3 | -18% | 5% | 7% | . | 33%
COc1ccc(C2c3c(n(C)c4ccccc34)C(=O)N2CC(=O)Nc2ccccc2Cl)cc1 (stereo unspecified) | -4% | 19% | -33%[59 µM] | -1 | -32% | -7% | 1% | -10% | 29%
O=C(O)c1ccc(CSc2nc3cccnc3n2Cc2cccc(F)c2)cc1 | -22% | 31% | 6%[59 µM] | -4 | -17% | 2% | -2% | 2% | 17%
COc1ccc(/C(C)=N/NC(=O)c2ccccc2OCc2ccccc2)c(OC)c1 | 11% | -21% | 5% | -17 | 18µM* | 10% | -4% | -38% | ?
c1ccc(CSc2nnc(C3CCNCC3)o2)cc1 | 10% | 61%[activator] | -5%[59 µM] | 2 | 2% | 5% | 0% | -16% | -9%
Nc1cc(Cl)ccc1Nc1ccncc1 | 2% | 14% | 6% | 2 | -22% | 29% | 18% | -16% | 16%
CC(C)CCn1c(COc2ccccc2)nn(CCC#N)c1=S | -20% | 34% | 51% | 0 | 10% | -2% | 7% | 20% | 1%
Cc1ccc(Cl)cc1NC(=S)Nn1cnnc1 | ? | -7% | ? | 0 | -16% | -13% | 4% | ? | -41%
CCN(CC)C(=O)COc1ccc2c(-c3ccccc3)cc(=O)oc2c1 | -29% | 20% | 5% | 4 | -9% | 5% | -15% | -5% | 15%

At a glance, 2 of the compounds above:
SMILES | ALOX12 inh | HP1b binding inh | G9a inh | PI4K2A inh | JMJD2A Tudor | GLS inh | ERG Ets-DNA blk | BAZ2B inh | RGS4 inh
Cc1ccc(Cl)cc1NC(=S)Nn1cnnc1 | ? | -7% | ? | 0 | -16% | -13% | 4% | ? | -41%
CCN(CC)C(=O)COc1ccc2c(-c3ccccc3)cc(=O)oc2c1 | -29% | 20% | 5% | 4 | -9% | 5% | -15% | -5% | 15%
